TbREL1 primary – TbREL1 inhibition, primary screen; TbREL1 RNA ligation, FRET fluorescence; inhibition, % at 9.66 µM; actives 0.49% (n = 89,000); AID 1117264;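 active means inhibition above the mean inhibition across all screened compounds plus 3 SD, cut at about 11% in these data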;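 further: 0% = plate median of test wells and 100% = NSC42067 control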
Target sequence (P86926 whole entry, looked up): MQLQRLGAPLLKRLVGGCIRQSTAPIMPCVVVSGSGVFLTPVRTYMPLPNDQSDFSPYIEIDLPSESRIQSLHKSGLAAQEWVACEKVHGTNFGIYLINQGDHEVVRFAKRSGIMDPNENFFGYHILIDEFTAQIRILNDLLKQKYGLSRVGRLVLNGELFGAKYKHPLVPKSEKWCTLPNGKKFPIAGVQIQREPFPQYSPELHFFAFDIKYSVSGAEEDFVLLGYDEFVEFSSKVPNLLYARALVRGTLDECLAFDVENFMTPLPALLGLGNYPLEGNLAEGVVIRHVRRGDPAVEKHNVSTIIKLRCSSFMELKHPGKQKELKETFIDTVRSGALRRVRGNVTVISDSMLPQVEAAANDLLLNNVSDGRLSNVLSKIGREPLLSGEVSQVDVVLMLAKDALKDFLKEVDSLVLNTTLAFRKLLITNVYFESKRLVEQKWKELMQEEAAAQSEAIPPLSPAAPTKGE
* = called active by the depositor. Only part of the results is shown; the hit share may differ from the screen's.

SMILES	TbREL1 primary
CCOC(=O)c1ccc(-c2c(-c3ccc4c(c3)OCO4)noc2-c2ccsc2)cc1F	7
O=C(NCc1ccccc1)C1CCCN(S(=O)(=O)c2cccc3nonc23)C1 (stereo not drawn)	2
O=C(CC1C(=O)NCCN1C/C=C/c1ccccc1)NCCc1cccnc1 (stereo not drawn)	0
COc1ccc(OC)c(S(=O)(=O)N2CCCC(C(=O)NCc3ccncc3)C2)c1 (stereo not drawn)	1
Cc1ccc(S(=O)(=O)N2CCN(C(=O)COC(=O)c3cnc(C)cn3)CC2)c(C)c1	-3
O=C(c1ccco1)N1CCN(C(=O)C2CC(c3ccc(F)cc3)=NO2)CC1 (stereo not drawn)	0
COc1cccc(CNCc2cccnc2)c1OCc1ccccc1	-1
CC(C)Oc1ccc(CC2CC(=O)NC2=O)cc1 (stereo not drawn)	1
O=S(=O)(Nc1ncnc2sc3c(c12)CCC3)c1ccc2ccccc2c1	-2
CC(=O)c1cccc(NC(=S)NNC(=O)c2ccc(C)c([N+](=O)[O-])c2)c1	-9
Cc1ccccc1-c1cc2nc(Oc3cccc4ccccc34)n(C)c(=O)c2s1	4
Cc1ccnc(SCC(=O)Nc2sc3c(c2C#N)CCC(C(C)(C)C)C3)n1 (stereo not drawn)	1
CN(Cc1ccccc1)S(=O)(=O)c1cccc(C(=O)OCc2ccc(Oc3ccccc3)cc2)c1	-2
Cc1ccc2nc(Br)c3c(c2c1)OC(CBr)C3 (stereo not drawn)	0
CCN(CC)CCn1c(/N=C/c2cc(Br)ccc2O)nc2ccccc21	-1
Cc1nnsc1C(=O)Nc1cc(Cl)ccc1Cl	-1
Cc1nn(S(=O)(=O)c2cccc([N+](=O)[O-])c2)c(C)c1Br	3
COc1ccc(C2C(C(=O)c3ccco3)=C(O)C(=O)N2CCc2ccccc2)cc1OC (stereo not drawn)	-2
CCOC(=O)c1ccc(NCC(O)COc2ccccc2)cc1 (stereo not drawn)	-3
COC(=O)C1=C(C)N(c2ccccc2)C(=S)NC1c1ccccc1C(F)(F)F (stereo not drawn)	-5
NS(=O)(=O)c1ccc(CCNS(=O)(=O)c2ccc(Cl)s2)cc1	8
O=c1ccn(Cc2ccccc2)c2ccccc12	1
Cc1sc2ncn(CC(=O)NCC(=O)N(C)C3CCCCC3)c(=O)c2c1C	-2
CC[C@H]1/C(=C/c2ccccc2)N2C(=O)C[C@H](c3ccccc3)N=C2N1C	-6
N/C(Cc1ccc([N+](=O)[O-])cc1)=N\OC(=O)c1ccc(Br)cc1	3

Given with bars between the fields: part of the list above.
SMILES | TbREL1 primary
O=C(c1ccco1)N1CCN(C(=O)C2CC(c3ccc(F)cc3)=NO2)CC1 (stereo not drawn) | 0
Cc1sc2ncn(CC(=O)NCC(=O)N(C)C3CCCCC3)c(=O)c2c1C | -2

Remaining list, next part
SMILES	TbREL1 primary
Cc1ccc(C(=O)Nc2ccccc2Sc2ccccc2)cc1	-1
O=C(CN1CCN(c2ccccc2F)CC1)c1c[nH]c2ccccc12	-2
Cn1nccc1C(=O)N1CCN(S(=O)(=O)c2ccc(Br)s2)CC1	6
CCc1ccc(NC(=O)C2(c3ccccc3)CC2(Cl)Cl)cc1 (stereo not drawn)	3
Cc1cc(Oc2cc(NN3CCCCC3)c([N+](=O)[O-])cc2[N+](=O)[O-])c(C(=O)c2ccccc2)cc1Cl	0
CCOc1ccc(CSC(CC(=O)O)C(=O)O)cc1 (stereo not drawn)	2
CO/N=C(\CCC(=O)O)c1cccs1	4
COC(=O)c1cc(-c2cc3ccccc3o2)c(=O)n2c1CCC2	5
CN(C)CCCNc1nc2cc(-c3cccc(Cl)c3)sc2c(=O)n1C	6
Fc1ccc(C2CCCN2Cc2nc(CC3CC3)no2)cc1 (stereo not drawn)	-2
CCCSc1nnc(Nc2ccccc2C)s1	0
CCOC(=O)[C@]12CCCC=C1N(CCCOC)C(=O)[C@@H]2CC(=O)N1CCOCC1	-6
Cc1cc(C(=O)NCCC(C)C)c2ccccc2n1	0
COc1ccc(-c2csc(N3CCN(c4cc5c(cc4Cl)nc(-c4ccncc4)n5CCOCCO)CC3)n2)cc1	-3
CO/N=C(\C(=O)O)c1csc(NN=C(C)C)n1	3
Cc1ccc(OCCSc2nc3ccccc3n2CCC(=O)O)c(C(C)C)c1	-2
COC(=O)C[C@@H]1CC[C@@H]2[C@@H](COc3ccc(NC(=O)Nc4ccccc4)cc3C(=O)N2C)O1	-2
CCc1ccc2cc(F)cc(F)c2n1	-1
CC(=O)Nc1cc(C(=O)N2CCN(C)CC2)ccc1S(=O)(=O)c1ccc(C)cc1	-3
O=C(Nc1ccc2c(c1)OCO2)C1CCCCN1S(=O)(=O)c1ccc(F)cc1 (stereo not drawn)	2
COc1ccc(S(=O)(=O)N2CCCC(C(=O)N3CCOCC3)C2)cc1Cl (stereo not drawn)	0
COCC(C)NS(=O)(=O)c1ccc(C(=O)NC(Cc2ccccc2)c2ccccc2)cc1 (stereo not drawn)	-2
COc1cc([N+](=O)[O-])cc2cc(C(=O)N3CCN=C3c3ccccc3)c(=O)oc12	11*
COC(=O)[C@@]12CCCCN1[C@H](c1ccc(-c3ccccc3)cc1)[C@H]1C(=O)N(C)C(=O)[C@H]12	2
CCOC(=O)[C@]12CCCC=C1N(CCCOC)C(=O)[C@@H]2CC(=O)NCCCN1CCCC1=O	2
SMILES	TbREL1 primary
COc1ccc(C(=O)OC(C)CN2CCOCC2)cc1OC (stereo not drawn)	9
CC(=O)c1ccc(Nc2nc(C)cc(C)n2)cc1	0
CC(Oc1ccc(-c2ccccc2)c(F)c1)c1ccn(S(=O)(=O)c2cccc3ccccc23)n1 (stereo not drawn)	2
COc1cccc2oc3ccc(C#CC4(N)CCCCC4)cc3c(=O)c12	5
COc1ccc(CN2CCCC(CO)(Cc3ccc(F)cc3)C2)c(OC)c1OC (stereo not drawn)	-1
Cc1cccc(N(CC(=O)NC2CCCC2)C(=O)CNC(=O)c2ccco2)c1C	2
O=C1CCCC(c2ccccc2)N1 (stereo not drawn)	0
COC(=O)c1c(-c2ccccc2)csc1NC(=O)C1CC=CCC1C(=O)O (stereo not drawn)	2
CCc1c(O)cc2n(c1=O)-c1ccc(Cl)cc1C2(C)C	-4
CCCn1c(SCC(=O)Nc2ccc(Cl)cc2F)nc(O)cc1=O	-4
CN(C)C(=O)N1CCN(C(=O)[C@@H](Cc2ccccc2)NC(=O)[C@H]2O[C@@H](n3ccc(N)nc3=O)[C@H](O)[C@@H]2O)CC1	2
O=C(NC1(C(F)(F)F)N=C2SCCN2C1=O)c1ccccc1F (stereo not drawn)	4
COc1ccccc1NS(=O)(=O)c1ccc2c(c1)NC(=O)CC(=O)N2	2
COc1ccc(OCC(=O)Nc2ccccc2N2CCN(C)CC2)cc1	2
COC(=O)c1ccc(NC(=O)C2CCCN2S(=O)(=O)c2ccc(F)cc2)cc1 (stereo not drawn)	-1
O=C(Nc1ccc(-c2cccc(F)c2)cc1)C1CCCN(Cc2ccccn2)C1 (stereo not drawn)	-2
COc1ccc(CNC(=O)/C=C/c2cc3c(cc2Br)OCO3)cc1	2
COCCN(C(=O)CCC(=O)Nc1cccnc1)C(C(=O)NC1CCCCC1)c1ccccc1 (stereo not drawn)	-2
CCCCn1c(=O)[nH]c(=O)c2c1nc(COC(=O)c1c(C)noc1C)n2CCC	1
COC(=O)Cn1ncc(N2C3CC(CC(C)(C)C3)C2C)c(Cl)c1=O (stereo not drawn)	-3
CCOc1[nH]n(-c2ccc(Cl)cc2)c(=O)c1C=Nc1ccc(OC)cc1	5
COc1ccccc1C(C(=O)NC1CCCCC1)N(C(=O)c1csnn1)C1CC1 (stereo not drawn)	3
O=C(O)c1cccc(NS(=O)(=O)c2ccc3c(c2)OCCCO3)c1	0
COc1cccc2oc3cc(C#CC4(O)CCCCC4)ccc3c(=O)c12	3
CCC(C)(C)NC(=O)C(c1ccc(OC)cc1)N(Cc1cccs1)C(=O)CCC(=O)Nc1cc(C)on1 (stereo not drawn)	3

With a hit mark in TbREL1 primary, among the entries above:
SMILES	TbREL1 primary
COc1cc([N+](=O)[O-])cc2cc(C(=O)N3CCN=C3c3ccccc3)c(=O)oc12	11*

New compounds follow.
SMILES	TbREL1 primary
CCC[C@H]1[C@@H](NC(=O)/C=C/c2ccccc2)CC[C@@]23CCCN2C(=O)CCC[C@@H]13	-2
CCOc1ccccc1C(=O)Nc1cccc(-c2ccc3nncn3n2)c1	-3
CCOc1c(Cl)cc(C(=O)NCCN2CCCCC2)cc1Cl	0
Cc1ccccc1/C(N)=N/OC(=O)N1c2ccccc2Sc2ccccc21	2
CCn1c(NCc2ccc(N(C)C)cc2)nc2ccccc21	-4
Cc1cccc(NC(=O)CSc2nnc(NC(=O)C3CC3)s2)c1C	3
COC(=O)c1nn(-c2ccccc2)c(=O)cc1Oc1ccc(Cl)cc1	0
Cc1ccc2c(COn3nnc4ccc(S(=O)(=O)N(C)C)cc43)cc(=O)oc2c1C	-5
O=C1c2ccccc2/C(=C\c2ccc3[nH]ccc3c2)N1c1ccccc1	1
CCCNC(=O)C12CCC(C)(C(=O)C1Br)C2(C)C (stereo not drawn)	4
Cc1ccccc1CN1CCCCC(NC(=O)c2cccc(C(F)(F)F)c2)C1=O (stereo not drawn)	-2
Cc1ccc(S(=O)(=O)O/N=C2\CCCc3ccccc32)cc1	4
CC(C)OP(=O)(O)C(C)NC(=O)OCc1ccccc1 (stereo not drawn)	4
CC(C)(C)OC(=O)N1CCC(c2c(C(=O)N3CCN(C(=O)c4ccco4)CC3)cnn2-c2cccc(Cl)c2)CC1	1
CC(=O)c1c(C)[nH]c(C(=O)OCC(=O)c2c(N)n(CC(C)C)c(=O)n(C)c2=O)c1C	-2
Cc1ccc(Cn2nc(C)c(NC(=O)c3cc(C)no3)c2C)cc1	-1
CC(=O)Nc1ccc(S(=O)(=O)N(C)CC(=O)OCC(=O)N2CCCCC2)cc1	0
O=C(c1ccccc1)c1cc2ccc(O)cc2oc1=O	3
COc1ccc2nc(NC(=O)CS(=O)(=O)Cc3ccccc3)sc2c1	4
NC(=O)CSc1nnc(COc2ccccc2)n1Cc1ccco1	-1
CC1(C)NC(=O)N(CCCCOc2ccc(Cl)cc2)C1=O	-2
CC(=O)c1ccc(OCC(O)CN2CCN(CCN3C(=O)c4cccc5cccc(c45)C3=O)CC2)cc1 (stereo not drawn)	0
Cc1nc(C)c(C(=O)N2CCCC(C(=O)c3ccc4ccccc4c3)C2)s1 (stereo not drawn)	-1
CCc1c(C)nn(C(=O)/C(C#N)=C\N(C)C)c1C	0
CC(=O)NCC(=O)N(C)C(C(=O)Nc1ccc2c(c1)OCCO2)c1ccccc1 (stereo not drawn)	-3

Next part; the last five above are carried over.
SMILES	TbREL1 primary
CC1(C)NC(=O)N(CCCCOc2ccc(Cl)cc2)C1=O	-2
CC(=O)c1ccc(OCC(O)CN2CCN(CCN3C(=O)c4cccc5cccc(c45)C3=O)CC2)cc1 (stereo not drawn)	0
Cc1nc(C)c(C(=O)N2CCCC(C(=O)c3ccc4ccccc4c3)C2)s1 (stereo not drawn)	-1
CCc1c(C)nn(C(=O)/C(C#N)=C\N(C)C)c1C	0
CC(=O)NCC(=O)N(C)C(C(=O)Nc1ccc2c(c1)OCCO2)c1ccccc1 (stereo not drawn)	-3
CCC(C(=O)OCC(=O)NCc1ccc2c(c1)OCO2)c1ccccc1 (stereo not drawn)	1
COc1ccc(/C=C/C(O)=C2/C(=O)N(C)C3(C)CC2c2ccccc2O3)cc1 (stereo not drawn)	0
COc1ccc(OC)c(NCc2nnc(-c3ccccc3)o2)c1	-9
CSc1ccc(CN2CCc3c([nH]c4ccccc34)C2)cc1	4
O=C1CCC/C(=N\NC(=O)c2ccc(COc3ccccc3-c3ccccc3)cc2)C1	-4
Cc1ccccc1CN1CCCCC(NC(=O)Cc2cccs2)C1=O (stereo not drawn)	-3
C#CCOCCOCCOCCNc1nc(N2CCN(C(=O)[C@H](CCCCN)n3cc([C@@H](N)[C@H](C)CC)nn3)CC2)nc(N2CCN(C(=O)[C@H](CCCCN)n3cc([C@@H](N)CC(N)=O)nn3)CC2)n1	5
CSc1ccccc1NC(=O)CSCc1nc2sc(C)c(C)c2c(=O)[nH]1	3
COc1ccc(C2CC(c3ccc(Cl)cc3)n3nc(N)nc3N2)cc1 (stereo not drawn)	0
COc1ccc(N2CCN(C(=O)CSc3nnc4c5cc(C)ccc5n(C)c4n3)CC2)cc1	-2
CC1(C)Oc2ccc3ccc(=O)oc3c2C[C@H]1O[C@@H]1O[C@H](CO)[C@@H](O)[C@H](O)[C@H]1O	-1
CC(C)(C)c1nnc(N/N=C/c2cc(Br)ccc2O)n(N)c1=O	-3
COc1cc(CNC(=O)c2nc(Cn3nc(C)c(Br)c3C)no2)cc(OC)c1	0
O=C(C[C@@H]1C/C=C/CC[C@@H](Cc2ccc(F)cc2)C(=O)OCCNC1=O)N[C@H](CO)Cc1ccccc1	-3
O=C(O)c1ccccc1-c1nc2ccccc2[nH]1	3
CCC(=O)N(CCC(c1ccco1)C(C)C)Cc1ccccc1 (stereo not drawn)	-1
O=C(Cn1cccc(C(F)(F)F)c1=O)c1ccc(Cl)cc1	2
O=C(O)CCC1COc2ccccc2O1 (stereo not drawn)	-1
O=C(Nc1ccc(C(=O)NCc2ccc(F)cc2)cc1)C1=CSCCO1	9
COc1ccc(-c2nnn(CCC(=O)O)n2)cc1	2
COc1cc(S(=O)(=O)N2CCOCC2)cc(C(=O)NCC(c2cccs2)N2CCOCC2)c1OC (stereo not drawn)	10
Cc1nc2cc(N3CCCCC3)c(NC(=O)c3cccnc3)cc2c(=O)n1Cc1ccccc1	-2

Fetched by structure from above, 5 records:
SMILES	TbREL1 primary
COc1cc(S(=O)(=O)N2CCOCC2)cc(C(=O)NCC(c2cccs2)N2CCOCC2)c1OC (stereo not drawn)	10
O=C1CCC/C(=N\NC(=O)c2ccc(COc3ccccc3-c3ccccc3)cc2)C1	-4
COc1cc(CNC(=O)c2nc(Cn3nc(C)c(Br)c3C)no2)cc(OC)c1	0
COc1ccc(OC)c(NCc2nnc(-c3ccccc3)o2)c1	-9
O=C(Cn1cccc(C(F)(F)F)c1=O)c1ccc(Cl)cc1	2

Compound activity: PubChem BioAssay, The Scripps Research Institute Molecular Screening Center
